Cav32 inh: Cav3.2 calcium influx blockers – cell-based, Fluo-4 calcium fluorescence, FDSS, MLSMR library, primary screen. Voltage-dependent T-type calcium channel subunit alpha-1H (Homo sapiens), O95180. Cav3.2-expressing cells; stronger effect = lower value. B-score at 10 µM. hit rate 4% among 100,000;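 active means single-dose well whose peak fluorescence ratio is a statistical outlier from its plate by either plate-standardised score or position-corrected B-score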
Active calls of the source: *. These rows are one share of the data; count on the stated rates, not on these rows.

For CCCn1c(NC(=O)C2COc3ccccc3O2)nc2ccccc21 (configuration not stated) the results were Cav32 inh 0.25.
`Cc1cc(NC(=O)CS(=O)(=O)c2cn(C)c3ccccc23)no1` gave Cav32 inh 0.49.
Screening CC1(C)Cc2c(C#N)c(SCCC#N)nc(N3CCOCC3)c2CS1 returned Cav32 inh -3.9*.
Screening O=C(CSc1nc2scc(-c3ccco3)c2c(=O)n1-c1ccccc1)NCC1CCCO1 (configuration not stated) returned Cav32 inh -2.9.
Screening CCn1c(SCC(=O)c2cc(OC)ccc2OC)nnc1C1CC1 returned Cav32 inh 0.53.
`Cc1ccccc1C(=O)NC(NCC1CCCO1)C(Cl)(Cl)Cl` (configuration not stated) gave Cav32 inh -1.
For O=C(Nc1c(F)c(F)c(F)c(F)c1F)C1CCCCC1 the results were Cav32 inh -0.78.
For O=C(CN1C(=O)NC2(CCCCCC2)C1=O)c1ccc2c(c1)OCCO2 the results were Cav32 inh 0.1.
For NS(=O)(=O)c1ccc(CNC(=O)c2ccc(Br)o2)cc1 the results were Cav32 inh -0.3.
`O=C(/C=C/c1ccccc1)c1ccc2c(c1)OCCCCO2` gave Cav32 inh -0.69.
Screening O=C(CCC1CCCCC1)NCCN1C2=NC[C@H](Cc3ccccc3)N2C[C@H]1Cc1ccc(O)cc1 returned Cav32 inh -1.2.
For Cc1cnc(Nc2nc3ccccc3o2)nc1C(=O)Nc1cccc(C(F)(F)F)c1 the results were Cav32 inh -6.1*.
Screening CCOC(=O)C1=C(C)NC(SCC(N)=O)=C(C#N)C1c1ccccc1 (configuration not stated) returned Cav32 inh -0.012.
`COc1cccc(N2CCN(C3CC(=O)N(c4ccc(Cl)cc4)C3=O)CC2)c1` (configuration not stated) gave Cav32 inh -0.42.
`CC(=O)Nc1cc(C(F)(F)F)ccc1OCC1CCCO1` (configuration not stated) gave Cav32 inh 1.2.
CCN(CC)C(=O)c1cc(-c2ccc(Br)cc2)on1 was read as Cav32 inh -1.
Screening O=C(c1ccccc1)c1nn(-c2ccccc2)c2nnc(Cc3ccccc3)c(=O)n12 returned Cav32 inh -4.3.
`O=C(Nc1ccccc1C(=O)N1CCCC1)C1CCN(c2ncccn2)CC1` gave Cav32 inh 1.1.
CCn1cnc2cc(NS(=O)(=O)c3ccc(C)cc3)ccc21 was read as Cav32 inh 1.
COC(=O)c1ccc(CNC(=O)COc2ccccc2Br)o1 was read as Cav32 inh 0.95.
For Clc1ccc(Cl)c(OCCN2CCOCC2)c1 the results were Cav32 inh 0.69.
CCCCNC(=O)Nc1ccon1 was read as Cav32 inh -0.08.
`C/C(=N/OC(=O)c1ccc(C)cc1)c1ccc(N2C(=O)C3CCCCC3C2=O)cc1` (configuration not stated) gave Cav32 inh 0.53.
Screening CCOC(=O)N1CCC(NC(=O)c2cc3c(=O)n(C)c4ccccc4c3n2C)CC1 returned Cav32 inh 1.
For COc1ccc(S(=O)(=O)N(C(C)=O)c2ccc3oc(=O)sc3c2)cc1 the results were Cav32 inh 0.1.
`COC(=O)CCN(C(=O)c1cccc(OC(C)=O)c1)c1ccccn1` gave Cav32 inh 0.19.
Cn1ncc([N+](=O)[O-])c1C(=O)N1CCOCC1 was read as Cav32 inh 0.076.
CN(Cc1nc(-c2ccccn2)no1)S(=O)(=O)c1ccccc1 was read as Cav32 inh -0.24.
For CCN(CC(=O)NC(C)C)C(=O)c1ccc(S(=O)(=O)N(C)c2ccccc2OC)cc1 the results were Cav32 inh -1.
`O=C(CCC(=O)N1CCCC1)Nc1nnc(C2CCCCC2)s1` gave Cav32 inh 0.42.

4 records drawn at random from the list so far, as already listed:
`COC(=O)CCN(C(=O)c1cccc(OC(C)=O)c1)c1ccccn1` gave Cav32 inh 0.19.
For CCN(CC(=O)NC(C)C)C(=O)c1ccc(S(=O)(=O)N(C)c2ccccc2OC)cc1 the results were Cav32 inh -1.
Cn1ncc([N+](=O)[O-])c1C(=O)N1CCOCC1 was read as Cav32 inh 0.076.
`O=C(CCC(=O)N1CCCC1)Nc1nnc(C2CCCCC2)s1` gave Cav32 inh 0.42.

At a glance, part of the list above.
`COc1cccc(N2CCN(C3CC(=O)N(c4ccc(Cl)cc4)C3=O)CC2)c1` (configuration not stated) gave Cav32 inh -0.42.
`CC(=O)Nc1cc(C(F)(F)F)ccc1OCC1CCCO1` (configuration not stated) gave Cav32 inh 1.2.

Next section
`Cc1ccnc(N2CCCC(C(=O)Nc3cc(F)ccc3C)C2)n1` (configuration not stated) gave Cav32 inh 1.1.
Cc1cnc(SCCc2ccncc2)nc1C was read as Cav32 inh 0.58.
For COc1ccccc1-c1nc(C#N)c(N2CCCCCC2)o1 the results were Cav32 inh -2.3.
O=C(Nc1ccc(Cl)cc1)c1cnc(-c2ccccc2)nc1-c1ccccc1 was read as Cav32 inh 0.32.
For CCOc1cccc(C(=O)Nc2cccc(-c3nnc(-c4ccc(C)cc4)o3)c2)c1 the results were Cav32 inh -0.53.
Screening COC(=O)[C@@H]1C[C@@]2(O)[C@H](O)[C@H](O)[C@H](O)C[C@H]2N1Cc1ccc(C(C)(C)C)cc1 returned Cav32 inh -0.072.
CCCCOc1ccc(N(CC(=O)NCC2CCCO2)C(=O)CCC(=O)Nc2cc(C)ccn2)cc1 (configuration not stated) was read as Cav32 inh -9.4*.
Screening CC(C)CCNC(=O)C1CCN(c2nnc(-n3cccc3)s2)CC1 returned Cav32 inh 0.22.
COc1ccc2c(c1)C1(Nc3ccccc3-c3nc4ccccc4n31)C(=O)N2C (configuration not stated) was read as Cav32 inh 0.24.
CSc1nnc(-c2cnccn2)n1Cc1ccccc1 was read as Cav32 inh 1.5.

Reprinted from the part before: 6 compounds, followed by the next part.
For CCOc1cccc(C(=O)Nc2cccc(-c3nnc(-c4ccc(C)cc4)o3)c2)c1 the results were Cav32 inh -0.53.
Screening COC(=O)[C@@H]1C[C@@]2(O)[C@H](O)[C@H](O)[C@H](O)C[C@H]2N1Cc1ccc(C(C)(C)C)cc1 returned Cav32 inh -0.072.
CCCCOc1ccc(N(CC(=O)NCC2CCCO2)C(=O)CCC(=O)Nc2cc(C)ccn2)cc1 (configuration not stated) was read as Cav32 inh -9.4*.
Screening CC(C)CCNC(=O)C1CCN(c2nnc(-n3cccc3)s2)CC1 returned Cav32 inh 0.22.
COc1ccc2c(c1)C1(Nc3ccccc3-c3nc4ccccc4n31)C(=O)N2C (configuration not stated) was read as Cav32 inh 0.24.
CSc1nnc(-c2cnccn2)n1Cc1ccccc1 was read as Cav32 inh 1.5.
COc1ccc(NC(=O)CSc2nnc(-c3ccco3)n2C)cc1 was read as Cav32 inh 0.77.
CCCOC(=O)CSc1nc(N)c(C#N)c(-c2ccco2)c1C#N was read as Cav32 inh 0.6.
Screening CCCC(=O)Nn1cnc2c(c1=O)C1(CCCC1)Cc1ccccc1-2 returned Cav32 inh -4.3.
`CC(=O)NC1=NN(C(C)=O)C(C)(CS(=O)(=O)c2ccc(Cl)cc2)S1` (configuration not stated) gave Cav32 inh -0.35.
Screening C=C(C)c1cccc(C(C)(C)NC(=O)N2CCN(c3ccccn3)CC2)c1 returned Cav32 inh -1.4.
`COc1ccc(C2=C(N)c3ccccc3C2=O)cc1` gave Cav32 inh 0.42.
For O=C(CCc1ccccc1)Nc1ccccc1C(=O)NCc1ccco1 the results were Cav32 inh -0.83.
`CC1CCCCN1C(=O)Nc1cccc(Cl)c1` (configuration not stated) gave Cav32 inh 1.
C/C=C/C(=O)OCC(=O)Nc1c(Cl)cccc1Cl was read as Cav32 inh 1.
Screening CCOc1ccc(C2NC(=O)c3ccccc3O2)cc1 (configuration not stated) returned Cav32 inh -0.76.
O=C(Nn1c(C2CCC2)nc2ccccc2c1=O)C1CCC1 was read as Cav32 inh 0.89.
`O=C(c1noc2c1CCCC2)N1CCN(c2ccc(F)cc2)CC1` gave Cav32 inh 0.2.
Screening C=CCNC(=O)c1ccc(OC)cc1OC returned Cav32 inh 1.
Cc1cc(NC(=O)CSc2nc3cc(Cl)ccc3s2)no1 was read as Cav32 inh -0.14.
For O=P1(c2ccccc2)C=Cn2c1cc1c2CCCC1 (configuration not stated) the results were Cav32 inh 0.35.
Screening O=C(NC1(C(F)(F)F)NC(=O)N(Cc2cccnc2)C1=O)c1ccccc1 (configuration not stated) returned Cav32 inh 1.1.
`CCCCCCN1N=C(C)C(C(=O)c2ccc(Cl)cc2)C1=O` (configuration not stated) gave Cav32 inh -2.9.
Screening O=C(Cc1ccccc1)N/N=C/c1ccc(Cl)cc1Cl returned Cav32 inh -0.67.
Cc1ccc(-n2c(SCC(N)=O)nnc2-c2ccccn2)cc1 was read as Cav32 inh 0.59.
Screening Cc1cc(NC(=O)Cn2nnc3sc4c(c3c2=O)CCC(C(C)(C)C)C4)no1 (configuration not stated) returned Cav32 inh -7.3*.
C/C(Cn1cnc([N+](=O)[O-])n1)=N\NC(=O)c1ccccc1F was read as Cav32 inh 0.54.
For CCCCCCC(C)n1cc(C(C)=O)c(=O)[nH]c1=O (configuration not stated) the results were Cav32 inh 1.2.
CN(C)c1nc(C(=O)Nc2ccccc2)nc(N(C)C)n1 was read as Cav32 inh 0.012.
For O=C1CCc2cc(S(=O)(=O)N3CCC(C(=O)NC4CCCc5ccccc54)CC3)ccc2N1 (configuration not stated) the results were Cav32 inh 0.24.
`CCCCCCCCC[n+]1cccc2c3ccccc3ccc21` gave Cav32 inh -2.7.
CCN(CCC(=O)O)c1ccccc1 was read as Cav32 inh 0.45.
Screening COC(=O)c1cccc(S(=O)(=O)N(Cc2ccco2)Cc2cc3cc(OC)ccc3[nH]c2=O)c1 returned Cav32 inh 0.001.
Screening Cc1nc2c(c3c1[nH]c1ccccc13)C(=O)CC(C)(C)C2 returned Cav32 inh -0.61.
COC(=O)c1ccccc1NS(=O)(=O)c1ccc(O)c(C(=O)O)c1 was read as Cav32 inh 0.78.
For CC(C)c1nnc(NC(=O)C2CCCN2S(=O)(=O)c2ccc(Cl)cc2)s1 (configuration not stated) the results were Cav32 inh 1.1.
Screening N#C/C(C(=O)N1CCOCC1)=C1/SC(Cc2ccccc2)C(=O)N1c1ccccc1 (configuration not stated) returned Cav32 inh -0.45.
COc1ccc(-n2c(=S)[nH]c3ccccc32)cc1 was read as Cav32 inh -0.087.
For CCCCCCOC(=O)Cc1c(C)nc(-c2ccccc2)[nH]c1=O the results were Cav32 inh -1.6.
`CCOC(=O)C(C)Oc1ccc2c(CC)cc(=O)oc2c1C` (configuration not stated) gave Cav32 inh -0.73.
Screening Cc1ccc(C)c(OCc2nnc(NC(=O)c3ccco3)s2)c1 returned Cav32 inh -0.2.
Screening Cc1oc2c(c1C(=O)Nc1cccc3ccccc13)CCCC2 returned Cav32 inh -3.9.
`CCCn1c(SCC(=O)NC(C)C23CC4CC(CC(C4)C2)C3)n[nH]c1=O` (configuration not stated) gave Cav32 inh 0.53.
`CCOC(=S)N/C(=N\S(=O)(=O)c1ccccc1)c1ccccc1` gave Cav32 inh -1.
Screening COc1cccc(N2C(=O)C3CCCN3C2c2ccc(N(C)C)cc2)c1 (configuration not stated) returned Cav32 inh 0.6.
CCCNC(=O)c1c(N)n(-c2cccc(OC)c2)c2nc3ccccc3nc12 was read as Cav32 inh -0.54.
Cn1c(=O)c2ncn(CC(=O)NC3CCCCCC3)c2n(C)c1=O was read as Cav32 inh 0.17.
For CC1(C)CC(=O)C2=C(C1)OC(N)=C(C#N)C2Cc1ccccc1 (configuration not stated) the results were Cav32 inh 0.21.
For Cc1c(NC(=O)C(C)OC(=O)CNC(=O)c2ccccc2)c(=O)n(-c2ccccc2)n1C (configuration not stated) the results were Cav32 inh 0.67.
`Cc1ccc2nc(SCC(=O)c3ccc(Cl)s3)[nH]c2c1` gave Cav32 inh -4.
CCn1ncc(Br)c1C(=O)NC(C)c1ccccc1 (configuration not stated) was read as Cav32 inh -3.3.
`CC(Nc1ccc(Br)cc1)C(=O)N/N=C/c1ccccc1OCc1ccccc1` (configuration not stated) gave Cav32 inh -3.3.
`CC(=O)Nc1ccc(S(=O)(=O)NCCSCc2ccc(Cl)cc2Cl)cc1` gave Cav32 inh -3.6.
CC[C@]1(O)CC2CN(CCc3c([nH]c4ccccc34)[C@@](C(=O)OC)(c3cc4c(cc3OC)N(C)[C@H]3[C@@](O)(C(N)=O)[C@H](O)[C@]5(CC)C=CCN6CC[C@]43[C@@H]65)C2)C1 (some centres not stated) was read as Cav32 inh -0.36.
For N#CC1=C(N)Oc2n[nH]c(-c3ccccc3)c2C1c1cccnc1 (configuration not stated) the results were Cav32 inh 1.2.
`CC(C)CC(COCc1ccc([N+](=O)[O-])cc1)N1CCN(C(=O)c2ccc(C(F)(F)F)cc2)CCC1=O` (configuration not stated) gave Cav32 inh -2.7.
`Cc1csc(NC(=O)CSc2nc(C)nc3c2c(=O)n(C)c(=O)n3C)n1` gave Cav32 inh -1.
For N#Cc1ccc(C(=O)NCC(c2ccco2)N2CCCC2)cc1 (configuration not stated) the results were Cav32 inh 0.73.
For CC1CCCC(C)N1C(=O)CSc1nnc(C2CCCCC2)o1 (configuration not stated) the results were Cav32 inh 0.29.
CN1C2C=C3C(C#N)=C(N)C(C#N)(C#N)[C@H](c4c(F)cccc4F)[C@H]3C1CC2 (some centres not stated) was read as Cav32 inh 0.48.
For COc1ccc2[nH]c(=O)c(-c3nnn(-c4ccc(F)cc4)n3)cc2c1 the results were Cav32 inh -1.2.
Screening O=C1CSC(c2ccccc2F)N1c1cc(Cl)ccc1O (configuration not stated) returned Cav32 inh -3.7*.
For CCOC(=O)N1CCN(C(=O)c2ccc3c(c2)N(CC)CCS3)CC1 the results were Cav32 inh 0.52.
Screening C=CCn1c(SCC(=O)Nc2sc(C)c(C)c2C(=O)OCC)nnc1-c1sc(N)nc1C returned Cav32 inh 1.6.
For O=C(CSc1ncn[nH]1)Nc1ccc(Cl)c(Cl)c1 the results were Cav32 inh -0.0068.

From PubChem
